SDO1 yeast rescue: sdo1-depleted yeast growth rescue. AID 817. S. cerevisiae sdo1-depleted JHY4D growth rescue, OD600 30 h; active compounds read high; pdr5 snq2 efflux-pump mutant strain. hit rate 0.21% among 140,000. z-score at 10 µM;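 active = z-score above 3 at both the 24 hr and the 30 hr optical density reads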;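 note: z-score against mean and SD of all compound wells on the same plate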
INS promoter inh: TRM-6 insulin promoter activity inhibition. inhibition, % at 2 µM. TRM-6 cells (human fetal islet line), insulin promoter-eGFP reporter, imaging; reporter expression induced with tamoxifen. hit rate 0.9% among 130,000;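 active = inhibition above the mean plus 3 SD, with well images judged a real hit on visual review, cut at about 60% in these data, passing the limit was not always enough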
SDO1 yeast rescue Rescue 24 h: recorded beside SDO1 yeast rescue, whose call it bears; z-score; S. cerevisiae sdo1-depleted JHY4D growth rescue, OD600; measured here: growth rescue at 24 h;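 0 is the plate mean of compound wells and units are plate SD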
Starred values were filed as active, the others as inactive; nt = no result given; [ ] = another dose, or the depositor's remark. An excerpt, so the mix of outcomes need not match the whole.

The line under a structure holds: SDO1 yeast rescue | INS promoter inh | SDO1 yeast rescue Rescue 24 h
CCCCCOC(=O)C1=C(C)N(C)C(=O)NC1c1cc(Br)c(O)c(OC)c1 (stereo not given)
→ -0.75 | 38 | -0.05
O=C(Nc1nc2ccc([N+](=O)[O-])cc2s1)c1ccc(S(=O)(=O)N2CCCc3ccccc32)cc1
→ nt | 28 | nt
COC(=O)c1c(NC(C)=O)sc(Cc2ccccc2)c1C
→ -1.6 | 0 | -1.9
CC(=O)c1ccc(N2CCN(C(=S)NCc3ccco3)CC2)cc1
→ nt | -15 | nt
Cc1cc(C(F)(F)F)nc(SCC(=O)Nc2cc(C)on2)n1
→ -0.21 | -21 | -0.08
CCN(C(=O)COc1ccc(C)nc1[N+](=O)[O-])C1CCS(=O)(=O)C1 (stereo not given)
→ 1.3 | 22 | 0.12
Cc1ccccc1NC(=O)c1cnc(Nc2nc3ccccc3s2)nc1C
→ 0.59 | -17 | 0.3
COc1cccc(NS(=O)(=O)c2ccc(OC)c(OC)c2)c1
→ 0.53 | nt | 0.71
COc1cccc(OC)c1C(=O)Nc1cccc(-c2ccc3nncn3n2)c1
→ nt | -33 | nt
O=C(NNC1CC(=O)N(c2ccc(Br)cc2)C1=O)c1ccccn1 (stereo not given)
→ nt | -14 | nt
c1ccc2cc(-c3csnn3)ccc2c1
→ 0.13 | -21 | 0.27
Cc1cc(NC(=O)CSc2nnc(C3CC3)n2N)no1
→ 0.43 | nt | 0.32
CCOc1cnc(-c2ccc(Cl)cc2)o1
→ -0.05 | -25 | -0.91
Cc1ccc(NC(=O)CCNS(=O)(=O)c2ccc3c(c2)c(=O)n(C)c(=O)n3C)cc1C
→ nt | -14 | nt
COC(=O)CSc1nc(N)c(C#N)c(-c2ccco2)c1C#N
→ 0.26 | 12 | 0.58
O=C(N/C(=C\c1cn(-c2ccccc2)nc1-c1ccc(Cl)cc1)C(=O)N1CCOCC1)c1ccccc1
→ 1.2 | 30 | 2.1
Cc1ccccc1CSc1ncc(C#N)c(N)n1
→ -0.4 | -12 | -0.32
COC(=O)c1ccc(NCC(=O)c2ccccc2)cc1
→ -0.03 | 21 | -0.92
CCCCCCN(C(=O)CCCCCN1C(=O)NC(c2ccc(Cl)cc2)C(C(=O)OCc2ccccc2)=C1C)C(C(=O)NCCCC)c1ccc(OCC(=O)OC)c(C(=O)OC)c1 (stereo not given)
→ -0.18 | 30 | -0.06
COCCN1C(=O)c2oc3cc(C)c(C)cc3c(=O)c2C1c1ccc(O)cc1 (stereo not given)
→ nt | 27 | nt
Cc1ccc(NC(=O)NC2CCCCC2)cc1Cl
→ -1.5 | 27 | -0.98
CS(=O)(=O)N1CCc2cc(-c3csc(NCC4CCCO4)n3)ccc21 (stereo not given)
→ 0.87[12.1 µM] | nt | 0.61
CC/C(=N/Nc1cccc(Cl)c1)c1cnnc(SC)n1
→ -0.71 | 31 | 0.58
O=C(CNCCCO)Nc1cc(C(F)(F)F)cc(NC(=O)CNCCCO)c1Cl
→ -0.36 | -3 | -0.37
CC(C)C(=O)NC(NC(=O)C(C)C)c1ccc([N+](=O)[O-])cc1
→ 1.6 | 0 | 0.79
CC(=O)NC1(c2cccc(F)c2)CCN(C(=O)Nc2ccc(C#N)cc2)CC1
→ 0.13 | -35 | -0.96
CCOC(=O)C(C)Oc1ccc2c(CC)cc(=O)oc2c1C (stereo not given)
→ 6.4 | -28 | 0.12
N#C/C(=C\c1c(N2CCC(C(N)=O)CC2)nc2ccccn2c1=O)C(=O)NCc1ccco1
→ 0.86 | nt | 0.81
Cc1ccc(/C=N/NC(=O)c2ccccc2OCc2ccc(F)cc2)o1
→ -1.6 | -14 | -1.5
CCCn1c(SCC(=O)NC(C)C23CC4CC(CC(C4)C2)C3)n[nH]c1=O (stereo not given)
→ 0.64 | -17 | 0.74
Cc1nnc(N2C(=O)C(O)=C(C(=O)c3ccco3)C2c2ccc(C(C)C)cc2)s1 (stereo not given)
→ 1.8 | 22 | 2
COc1cc2[nH]c3c(N4CCC(C(N)=O)CC4)ncnc3c2cc1OC
→ 0.42 | 57 | 0.53
O=C(COc1cccc(Br)c1)N/N=C1\CCSC1
→ nt | -25 | nt
CCN(CCC(=O)O)c1ccccc1
→ 0.42 | 31 | 1.1
COc1ccc(-n2c(=S)[nH]c3ccccc32)cc1
→ 0.88 | 8 | 0.7
N#C/C(C(=O)N1CCOCC1)=C1/SC(Cc2ccccc2)C(=O)N1c1ccccc1 (stereo not given)
→ 0.35 | nt | -0.12
O=C(Cc1ccc(Cl)cc1)NNC(=S)NC(=O)c1cccnc1
→ nt | -11 | nt
O=C1CSC(c2ccccc2F)N1c1cc(Cl)ccc1O (stereo not given)
→ 0.54 | 55 | 1.7
CCN(CC)c1ccc(NC(=O)c2cccc(C)c2)cc1S(=O)(=O)Nc1ccccc1OC
→ -0.61 | 39 | -0.52
CN1C2C=C3C(C#N)=C(N)C(C#N)(C#N)[C@H](c4c(F)cccc4F)[C@H]3C1CC2 (stereo not given in full)
→ -0.55 | -21 | -0.73
O=C1C=CC(=O)C(C2=C3C(=O)N(CCc4ccccc4)CC(=O)N3CCC2)=C1
→ 0.05 | -279 | 0.2
O=C1C2(c3ccccc3)CN(CCO)CC1(c1ccccc1)CN(CCO)C2
→ 0.4 | -5 | -0.21
C=CCn1c(SCC(=O)Nc2sc(C)c(C)c2C(=O)OCC)nnc1-c1sc(N)nc1C
→ -0.04 | -26 | -0.23
COc1ccccc1Nc1ccc(N)cc1
→ nt | -36 | nt
Cc1c(NC(=O)C(C)OC(=O)CNC(=O)c2ccccc2)c(=O)n(-c2ccccc2)n1C (stereo not given)
→ -0.19 | 17 | -0.4
CC1CCC(C(C)C)C(OC(=O)COC(=O)c2ccc(=O)[nH]c2)C1 (stereo not given)
→ -0.19 | nt | -1
O=C(Cc1ccccc1)NC(NC(=S)Nc1cc(Cl)ccc1Cl)C(Cl)(Cl)Cl (stereo not given)
→ 0.72 | nt | 0.37
Cn1c(=O)c2ncn(CC(=O)NC3CCCCCC3)c2n(C)c1=O
→ -0.07 | -69 | -2
COc1cccc(N2C(=O)C3CCCN3C2c2ccc(N(C)C)cc2)c1 (stereo not given)
→ 1.8 | nt | 2.2
Cc1ccc(SCc2nc(N)nc(Nc3ccccc3C)n2)cc1C
→ -1.6 | -18 | -1.1
N#Cc1ccc(C(=O)NCC(c2ccco2)N2CCCC2)cc1 (stereo not given)
→ 0.24 | 38 | 0.13
Cc1csc(NC(=O)CSc2nc(C)nc3c2c(=O)n(C)c(=O)n3C)n1
→ 0.36 | nt | 0.31
Cc1ccccc1SCC(=O)OCC(=O)Nc1sccc1C(N)=O
→ -0.14 | -96 | -0.43
N#CC1=C(N)Oc2n[nH]c(-c3ccccc3)c2C1c1cccnc1 (stereo not given)
→ 0.24 | 38 | 0.29
CC(=O)Nc1ccc(S(=O)(=O)NCCSCc2ccc(Cl)cc2Cl)cc1
→ 0.01 | -12 | 0.25
CCn1ncc(Br)c1C(=O)NC(C)c1ccccc1 (stereo not given)
→ -0.41 | 24 | -0.71
COc1ccc(CN2C(=O)CC(Cc3cc(C)cc(C)c3)C2=O)cc1OC (stereo not given)
→ 0.96 | 31 | 1.6
Cc1ccc(S(=O)(=O)N2CCN(C(=O)Cc3ccc4c(c3)OCCO4)CC2)cc1C
→ -0.39 | -65 | 0.08
O=c1cc2c(n[nH]1)CCCC2
→ 1.5 | 6 | 1
CC1=C(C(=O)OCc2ccc3c(c2)OCO3)C(c2cccc([N+](=O)[O-])c2)NC(=O)N1 (stereo not given)
→ nt | -91 | nt

More entries follow:
The line under a structure holds: SDO1 yeast rescue | INS promoter inh | SDO1 yeast rescue Rescue 24 h
COc1ccc(C2=C(N)c3ccccc3C2=O)cc1
→ 0.67 | 71* | 0.31
O=C(CCc1ccccc1)Nc1ccccc1C(=O)NCc1ccco1
→ -0.69 | 62 | -0.53
COc1ccc2sc(N(CCCN(C)C)C(=O)c3nc4ccccc4s3)nc2c1
→ nt | -22 | nt
CC(=O)NC1=NN(C(C)=O)C(C)(CS(=O)(=O)c2ccc(Cl)cc2)S1 (stereo not given)
→ 1.3 | 57 | 1.6
COc1ccc2c(c1)C1(Nc3ccccc3-c3nc4ccccc4n31)C(=O)N2C (stereo not given)
→ -0.94 | -49 | -0.61
CSc1nnc(-c2cnccn2)n1Cc1ccccc1
→ 0.1 | 40 | -0.06
CCCCOc1ccc(N(CC(=O)NCC2CCCO2)C(=O)CCC(=O)Nc2cc(C)ccn2)cc1 (stereo not given)
→ 1.6 | 30 | 2.3
CCc1ccc(-n2c(O)c(C=NCCN(CC)CC)c(=O)[nH]c2=O)cc1
→ 1.1 | -23 | 0.65
CCCC(=O)Nn1cnc2c(c1=O)C1(CCCC1)Cc1ccccc1-2
→ -2.1 | 44 | -1.7
CCCOC(=O)CSc1nc(N)c(C#N)c(-c2ccco2)c1C#N
→ -1.3 | -70 | -0.84
COc1ccc(NC(=O)CSc2nnc(-c3ccco3)n2C)cc1
→ -0.09 | nt | -0.32
COc1cc(C2CC(=O)Oc3c2c(=O)n(C)c2ccccc32)ccc1O (stereo not given)
→ nt | 45 | nt
COc1ccc(Nc2cccc(Cl)c2)c(C(=O)O)c1
→ 0.91 | 3 | 0.36
CCCCCCN1N=C(C)C(C(=O)c2ccc(Cl)cc2)C1=O (stereo not given)
→ 0.86 | nt | 0.85
O=P1(c2ccccc2)C=Cn2c1cc1c2CCCC1 (stereo not given)
→ -1.1[13.1 µM] | -56 | -0.68
CN(C)c1nc(C(=O)Nc2ccccc2)nc(N(C)C)n1
→ -0.71 | -53 | -0.51
O=C(Nc1ccncc1)c1ccc(NS(=O)(=O)c2cccc(F)c2)cc1
→ 0.85 | -50 | 0.89
O=C(Nc1cc2c(cc1Cl)OCCCO2)c1ccc(F)cc1
→ -0.11 | -5 | -0.08
CCCCCCC(C)n1cc(C(C)=O)c(=O)[nH]c1=O (stereo not given)
→ 1.5 | nt | 1.1
Cc1cc(NC(=O)Cn2nnc3sc4c(c3c2=O)CCC(C(C)(C)C)C4)no1 (stereo not given)
→ -0.48 | nt | -0.4

Limited to SDO1 yeast rescue and INS promoter inh (2 entries from above):
SMILES | SDO1 yeast rescue | INS promoter inh
O=C(CCc1ccccc1)Nc1ccccc1C(=O)NCc1ccco1 | -0.69 | 62
COc1ccc2sc(N(CCCN(C)C)C(=O)c3nc4ccccc4s3)nc2c1 | nt | -22

(more compounds)
The line under a structure holds: SDO1 yeast rescue | INS promoter inh | SDO1 yeast rescue Rescue 24 h
CCOc1ccc(C2NC(=O)c3ccccc3O2)cc1 (stereo not given)
→ 0.07 | nt | 0.83
C/C(=N\OC(=O)c1ccc(C)cc1)c1c(C)nc2cc(C)ccn12
→ nt | 50 | nt
Cc1c(N=C(N)/N=C(\N)Nc2ccc(Br)cc2)c(=O)n(-c2ccccc2)n1C
→ -0.17 | nt | -0.46
Cc1cc(NC(=O)CSc2nc3cc(Cl)ccc3s2)no1
→ 0.07 | -5 | 0.39
Cc1[nH]nc(Sc2ccccn2)c1[N+](=O)[O-]
→ 1 | -8 | 0.88
O=C(Nn1c(C2CCC2)nc2ccccc2c1=O)C1CCC1
→ 0.74 | nt | 0.92
COc1ccc(OC)c(C2C(C(=O)c3ccc(C)o3)=C(O)C(=O)N2CCCN2CCOCC2)c1 (stereo not given)
→ nt | 67 | nt
COc1ccc(C)cc1NC(=O)c1cc2c(=O)n3ccccc3nc2n1C
→ nt | -33 | nt
COc1ccc(C)cc1C1=Nc2ccccc2C1(C)C
→ -1.2 | -3 | -1.2
CCn1c(SCC(=O)c2cc(OC)ccc2OC)nnc1C1CC1
→ nt | -8 | nt

19 entries out of the list, sorted by SMILES length, highest first.
The line under a structure holds: SDO1 yeast rescue | INS promoter inh | SDO1 yeast rescue Rescue 24 h
COc1ccc(OC)c(C2C(C(=O)c3ccc(C)o3)=C(O)C(=O)N2CCCN2CCOCC2)c1 (stereo not given)
→ nt | 67 | nt
CCCCOc1ccc(N(CC(=O)NCC2CCCO2)C(=O)CCC(=O)Nc2cc(C)ccn2)cc1 (stereo not given)
→ 1.6 | 30 | 2.3
Cc1c(N=C(N)/N=C(\N)Nc2ccc(Br)cc2)c(=O)n(-c2ccccc2)n1C
→ -0.17 | nt | -0.46
Cc1cc(NC(=O)Cn2nnc3sc4c(c3c2=O)CCC(C(C)(C)C)C4)no1 (stereo not given)
→ -0.48 | nt | -0.4
COc1ccc2c(c1)C1(Nc3ccccc3-c3nc4ccccc4n31)C(=O)N2C (stereo not given)
→ -0.94 | -49 | -0.61
CCc1ccc(-n2c(O)c(C=NCCN(CC)CC)c(=O)[nH]c2=O)cc1
→ 1.1 | -23 | 0.65
O=C(Nc1ccncc1)c1ccc(NS(=O)(=O)c2cccc(F)c2)cc1
→ 0.85 | -50 | 0.89
C/C(=N\OC(=O)c1ccc(C)cc1)c1c(C)nc2cc(C)ccn12
→ nt | 50 | nt
COc1ccc(C)cc1NC(=O)c1cc2c(=O)n3ccccc3nc2n1C
→ nt | -33 | nt
CCCC(=O)Nn1cnc2c(c1=O)C1(CCCC1)Cc1ccccc1-2
→ -2.1 | 44 | -1.7
CCCOC(=O)CSc1nc(N)c(C#N)c(-c2ccco2)c1C#N
→ -1.3 | -70 | -0.84
CCCCCCN1N=C(C)C(C(=O)c2ccc(Cl)cc2)C1=O (stereo not given)
→ 0.86 | nt | 0.85
CCn1c(SCC(=O)c2cc(OC)ccc2OC)nnc1C1CC1
→ nt | -8 | nt
O=C(Nn1c(C2CCC2)nc2ccccc2c1=O)C1CCC1
→ 0.74 | nt | 0.92
Cc1cc(NC(=O)CSc2nc3cc(Cl)ccc3s2)no1
→ 0.07 | -5 | 0.39
Cc1[nH]nc(Sc2ccccn2)c1[N+](=O)[O-]
→ 1 | -8 | 0.88
COc1ccc(Nc2cccc(Cl)c2)c(C(=O)O)c1
→ 0.91 | 3 | 0.36
O=P1(c2ccccc2)C=Cn2c1cc1c2CCCC1 (stereo not given)
→ -1.1[13.1 µM] | -56 | -0.68
CSc1nnc(-c2cnccn2)n1Cc1ccccc1
→ 0.1 | 40 | -0.06
